Diaphorase act = activates diaphorase or chemically reduces, flagging diaphorase assay artifacts; 190,000 compounds, 0.005% hits; activation factor at 20 µM; Diaphorase/resazurin coupled assay, resorufin fluorescence, 16 min; active compounds read high; 1 = vehicle wells, 0 = NADH-free wells;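 active means diaphorase activity raised at least twofold by the compound at 20 µM; inactive means activation factor below 2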
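test system = bacterial diaphorase enzyme (C. kluyveri) | quantity = enzyme 0.07 U/mL final | reagent = NADH substrate 0.114 mM plus resazurin dye 0.1 mM, final | incubation = 16 min enzyme reaction, ambient temperature | buffer or medium = HEPES pH 7.4 buffer with MgCl2 and Tween 20 | signal = fluorescence of resorufin, 544 nm excitation, 590 nm emission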
TLR4 MyD88 comp = inhibitors of human TLR4-MyD88 binding | inhibition, % at 8.4 µM | AID 861 | HeLa CL3-4 TLR4/MyD88 BLA complementation, FRET ratio | O00206+Q99836 | 200,000 compounds, 0.18% hits; in the data active means inhibition above about 25%;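 further: 0% = vehicle and 100% = reference inhibitor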
Target sequence (O00206 whole entry, looked up): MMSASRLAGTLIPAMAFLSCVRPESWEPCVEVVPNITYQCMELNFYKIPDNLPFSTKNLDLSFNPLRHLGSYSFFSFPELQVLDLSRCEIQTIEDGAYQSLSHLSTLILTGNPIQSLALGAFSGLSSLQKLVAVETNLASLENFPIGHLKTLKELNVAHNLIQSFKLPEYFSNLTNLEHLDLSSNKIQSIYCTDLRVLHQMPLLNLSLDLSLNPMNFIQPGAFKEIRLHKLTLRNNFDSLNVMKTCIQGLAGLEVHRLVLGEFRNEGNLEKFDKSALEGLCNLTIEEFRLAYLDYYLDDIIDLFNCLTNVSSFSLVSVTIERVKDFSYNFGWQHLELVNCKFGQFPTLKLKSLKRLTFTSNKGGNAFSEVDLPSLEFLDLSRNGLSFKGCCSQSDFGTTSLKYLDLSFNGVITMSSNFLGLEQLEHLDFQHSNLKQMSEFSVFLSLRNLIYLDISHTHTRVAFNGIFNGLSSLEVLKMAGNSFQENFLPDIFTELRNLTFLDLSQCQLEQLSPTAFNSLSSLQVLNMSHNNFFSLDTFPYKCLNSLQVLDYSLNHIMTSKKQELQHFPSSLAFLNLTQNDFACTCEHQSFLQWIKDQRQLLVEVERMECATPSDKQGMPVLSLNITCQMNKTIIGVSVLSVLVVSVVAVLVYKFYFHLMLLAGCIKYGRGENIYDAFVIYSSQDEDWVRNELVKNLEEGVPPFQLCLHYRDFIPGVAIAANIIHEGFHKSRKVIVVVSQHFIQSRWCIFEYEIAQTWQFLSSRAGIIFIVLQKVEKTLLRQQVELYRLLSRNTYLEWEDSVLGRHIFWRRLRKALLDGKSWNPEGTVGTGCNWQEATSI
Target sequence (Q99836 whole entry, looked up): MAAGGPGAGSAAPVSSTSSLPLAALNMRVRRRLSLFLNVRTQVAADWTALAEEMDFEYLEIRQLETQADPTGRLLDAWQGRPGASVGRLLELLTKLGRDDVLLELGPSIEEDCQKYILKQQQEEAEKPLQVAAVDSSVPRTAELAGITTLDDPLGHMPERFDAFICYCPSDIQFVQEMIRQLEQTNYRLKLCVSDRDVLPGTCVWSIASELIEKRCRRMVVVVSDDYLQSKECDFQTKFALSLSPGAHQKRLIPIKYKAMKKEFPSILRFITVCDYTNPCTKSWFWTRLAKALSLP
S1P3 antag = blocks the human S1P3 receptor | CHO S1P3 NFAT-BLA reporter, FRET fluorescence, antagonist mode | AID 485 | inhibition, % at 4.98 µM | 170,000 compounds, 0.27% hits | Q99500;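 active means inhibition above the plate cutoff, the mean inhibition of test wells on that plate plus 3 SD, cut at about 28% in these data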;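 further: cells challenged with S1P at its EC80 of 0.8 µM; blue over green emission ratio from cleaved BLA substrate after 4 h stimulation; 0% = S1P-stimulated wells and 100% = unstimulated DMSO-only wells; some compounds past the cut are filed as inactive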
Diaphorase inh = inhibits diaphorase or chemically oxidizes, flagging diaphorase assay artifacts | diaphorase resazurin-to-resorufin fluorescence, NADH, 16 min; bacterial (C. kluyveri) enzyme, not human | inhibition, % at 20 µM | 190,000 compounds, 0.69% hits | AID 1217;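 active means primary screen inhibition at 20 µM above a set limit, cut at about 50% in these data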;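 further: plate controls were DMSO with full reaction for no effect and wells lacking NADH for full effect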
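Assay system – diaphorase enzyme from Clostridium kluyveri · Amount – diaphorase 0.14 U/mL (working solution) · Times – reaction incubation of 16 min at room temperature · Controls – No-NADH positive control and DMSO neutral control · Signal – resorufin fluorescence 544/590 nm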
PMI activator = activators of human phosphomannose isomerase; P34949; purified human PMI, coupled resazurin fluorescence, 20 min; active compounds read high; 1 = vehicle control, 0 substrate-free wells; activation factor at 20 µM; 190,000 compounds, 0.005% hits; AID 1214;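 active means activation factor of 2 or more at 20 µM, relative to plate controls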
Redox H2O2 prof = compounds producing H2O2 with reducing agent – biochemical, NIH compound library profiling, artefact control for MLSCN library redox annotation, primary screen | DTT-dependent redox cycling H2O2, phenol red/HRP absorbance; 100% = 100 µM peroxide control, 0% = buffer | activation, % at 10 µM | AID 878 | 200,000 compounds, 0.03% hits;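 active means activation of at least 50% relative to the plate's high and low controls in the primary single-dose screen; inactive means activation below 50%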;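 further: compound incubated with DTT at 0.8 mM final as the reducing agent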
RAM network inh = inhibitors of the yeast RAM network; S. cerevisiae dse1pr::URA3 reporter, 5-FOA growth OD615, 2 d; analog-sensitive cbk1-as2 kinase mutant strain; inhibition, % at 50 µM; 190,000 compounds, 1.8% hits; AID 868;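 active means inhibition above a set limit, 3 SD over mean compound inhibition, cut at about 8.4% in these data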;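 further: 0% = DMSO-only wells with no growth and 100% = 10 µM 1-NA-PP1 full growth; inhibition rescues growth on 5-FOA so higher OD means more RAM inhibition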
G6PDH counter = L. mesenteroides G6PDH inhibition counter-screen; Purified L. mesenteroides G6PDH, diaphorase/resazurin coupled fluorescence, 45 min; inhibition, % at 5 µM; 200,000 compounds, 0.12% hits
PMI act hi M6P = PMI (human) activation, high substrate; coupled PMI enzyme assay, resazurin fluorescence, 20 min; active compounds read high; 1 = untreated enzyme, 0 = substrate-free blank; activation factor at 20 µM; P34949; 190,000 compounds, 0.34% hits;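 active means activation factor of 2 or more at 20 µM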
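Test system: human phosphomannose isomerase with PGI, G6PDH, diaphorase coupling enzymes / Doses: 20 µM compound, 1% DMSO / Times: enzyme reaction with compound 20 min at room temperature / Measured by: Diaphorase-driven resazurin-to-resorufin fluorescence, excitation 544, emission 590 nm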
L major viab = reduces viability of Leishmania major promastigotes. resazurin fluorescence viability. inhibition, % at 10 µM. 200,000 compounds, 9% hits;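 further: promastigotes grown with compound for 44 hours at 28 °C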
Hsp70 act = transcriptional activators of Hsp70. HeLa Hsp70 promoter luciferase reporter, luminescence; scaled: vehicle 0, proteasome-inhibitor control 100%. activation, % at 10 µM. 200,000 compounds, 0.04% hits;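 active means activation above the mean across all tested compounds plus 3 SD, cutoff set per campaign, cut at about 5.5% in these data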;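 further: 100% = MG132 at 30 µM as the positive control and 0% = DMSO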
Numbers without * were called inactive; · = no result given. Unless noted, no stated cut-off is given here; in the data, active means inhibition above about 50%; inactive means the rest.

SMILES | Diaphorase act | TLR4 MyD88 comp | S1P3 antag | Diaphorase inh | PMI activator | Redox H2O2 prof | RAM network inh | G6PDH counter | PMI act hi M6P | L major viab | Hsp70 act
Cc1nnc2n(c1=O)C(CS(=O)(=O)c1ccccc1)CS2 (stereo not drawn) | 0.9 | -6 | -1 | 7 | 1 | -2.3 | 0.8 | 3 | 1 | -1 | -0.6
O=C(CN1CCCCCC1=O)OCc1ncc(-c2ccccc2)o1 | 1 | 5 | -17 | 3 | 1.1 | 0.1 | 2.1 | 5 | 1 | -3 | -0.3
CC(C)(C)c1ccc(C(=O)N2CCC(C(=O)NCc3ccco3)CC2)cc1 | 0.9 | -3 | · | 5 | 1.2 | 0.5 | 3.9 | 0 | 1.2 | -7 | 0.2
COC(=O)/C(=N/Nc1ccc(C)cc1)N1CCCc2ccccc21 | 0.8 | 7 | 15 | 18 | 1.3 | -0.2 | 1.4 | 8 | 1.2 | 18 | 0.9
O=C1N=C(N2CCOCC2)S/C1=C\c1ccc(OS(=O)(=O)c2ccccc2)cc1 | 0.8 | -6 | -6 | 20 | 0.9 | -0.1 | 3.7 | 3 | 0.9 | 30 | -0.5
COC(=O)CSc1nnc2n(-c3ccc(OC)cc3)c(=O)c3c4c(sc3n12)CCCCC4 | 0.8 | -7 | · | 20 | 0.9 | -0.6 | 3.0 | 7 | 0.9 | 0 | -0.3
CCOc1cc(/C=C2\N=C3CCCCCN3C2=O)ccc1O | 0.9 | -6 | 1 | 14 | 0.9 | -3.5 | 2.0 | 3 | 0.8 | -4 | -0.5
C=CCn1c(N)cc(=O)nc1SCC(=O)NC(C)c1ccccc1 (stereo not drawn) | 0.9 | 2 | -4 | 8 | 0.9 | -0.5 | -0.1 | -5 | 0.9 | -3 | -0.2
NC(=O)c1ccc(NC(=O)CN2CCN(c3ccc(Cl)cc3)CC2)cc1 | 0.9 | -7 | -2 | 15 | 1.1 | 0.2 | 0.1 | 2 | 1 | -3 | -0.2
COc1ccc(OC)c(C2C(C(C)=O)=C(O)C(=O)N2CCc2ccc(OC)c(OC)c2)c1 (stereo not drawn) | 0.8 | 9 | · | 20 | 1.3 | -0.4 | 7.9 | 9 | 1.1 | -5 | 0.0
COc1cccc(CN(C)C(=O)c2cc(COc3ccc4ncccc4c3)on2)c1 | 0.7 | 4 | 26 | 27 | 1 | -1.6 | 1.6 | 10 | 1 | 16 | 0.1
CC(Cl)c1cc(-c2ncc(C(F)(F)F)cc2Cl)no1 (stereo not drawn) | 0.9 | -20 | -3 | 8 | 1.1 | -1.8 | 0.7 | 1 | 1 | -11 | -0.5
Cn1cc(Br)c(C(=O)NC(=S)N2CCN(c3ccccn3)CC2)n1 | 1 | 1 | 3 | -2 | 1 | 0.0 | 0.1 | 5 | 1 | -8 | -0.2
O=C(Nc1ccc2c(c1)OCO2)c1ccc(Br)o1 | 0.9 | 18 | · | 7 | 1 | 2.8 | 0.5 | 8 | 1 | 4 | -0.3
CC(C)NC(=O)c1ccc(-c2cc(C(F)(F)F)ccc2Cl)o1 | 0.9 | -30 | · | 6 | 1 | 0.1 | 5.2 | 1 | 1 | -6 | 0.0

Of the compounds above, these contain an aryl thioether with sulfur outside any ring:
SMILES | Diaphorase act | TLR4 MyD88 comp | S1P3 antag | Diaphorase inh | PMI activator | Redox H2O2 prof | RAM network inh | G6PDH counter | PMI act hi M6P | L major viab | Hsp70 act
COC(=O)CSc1nnc2n(-c3ccc(OC)cc3)c(=O)c3c4c(sc3n12)CCCCC4 | 0.8 | -7 | · | 20 | 0.9 | -0.6 | 3.0 | 7 | 0.9 | 0 | -0.3
C=CCn1c(N)cc(=O)nc1SCC(=O)NC(C)c1ccccc1 (stereo not drawn) | 0.9 | 2 | -4 | 8 | 0.9 | -0.5 | -0.1 | -5 | 0.9 | -3 | -0.2

(continued)
SMILES | Diaphorase act | TLR4 MyD88 comp | S1P3 antag | Diaphorase inh | PMI activator | Redox H2O2 prof | RAM network inh | G6PDH counter | PMI act hi M6P | L major viab | Hsp70 act
Cc1ccc(Cn2nnc(C(=O)Nc3cc(C)ccc3C)c2N)cc1 | 0.9 | -14 | 8 | 14 | 1 | 2.9 | 5.7 | 1 | 1 | 7 | -0.5
Cc1cc(=O)oc(C)c1C(=O)OCC(=O)c1ccc2ccccc2c1 | 1.1 | -3 | · | -7 | 1.1 | 4.3 | -0.1 | 1 | 1.1 | -5 | -0.2
COc1cccc(CC(NC(C)=O)C(=O)NC2CCN(c3nc(C)cc(C)c3C#N)CC2)c1 (stereo not drawn) | 1 | -7 | -6 | 2 | 1 | 1.5 | 1.6 | 2 | 1.1 | -4 | 0.0
COc1ccc2c(c1)c(C(=O)CN1CCOCC1)c(C)n2C | 0.9 | 4 | · | 7 | 0.9 | -0.2 | 2.3 | 14 | 1 | 6 | 0.4
CC(=O)N1C(=O)C2(C(C#N)=C(N)Oc3cc(C)oc(=O)c32)c2ccccc21 (stereo not drawn) | 0.9 | -12 | 9 | 7 | 0.9 | 2.7 | 0.3 | -18 | 0.9 | -3 | -0.1
COc1ccc(N=C2C(=Nc3ccc(OC)cc3)N(c3ccc(OC)cc3)C(=S)N2C)cc1 | 0.8 | -5 | · | 19 | 0.8 | 2.0 | 2.0 | -4 | 0.9 | 28 | -0.3
O=C(C(=O)N1CCc2ccccc2C1)c1cn(CC(=O)N2CCCCC2)c2ccccc12 | 0.8 | 4 | -1 | 20 | 1 | 0.5 | 1.4 | 8 | 1 | -4 | -0.1
COc1cc(NC(=O)CN(C)Cc2ccc(OC(F)F)cc2)c(C)cc1[N+](=O)[O-] | 0.7 | 13 | 17 | 31 | 0.8 | -0.1 | 0.6 | -11 | 0.9 | 0 | -0.4
CC(=O)N1CCN(S(=O)(=O)c2ccc(S(=O)(=O)NCC(C)C)cc2)CC1 | 0.9 | 4 | -14 | 8 | 1 | -0.1 | 3.1 | 20 | 0.9 | 0 | -0.1
CN1CCN(c2ccc(S(=O)(=O)Nc3ccccc3)cc2[N+](=O)[O-])CC1 | 0.9 | 4 | -11 | 12 | 0.8 | 2.1 | 0.6 | 6 | 0.9 | 63* | -0.4
C[N+]1(C)CC2=Cc3ccccc3CC2C1 (stereo not drawn) | 1 | -7 | -14 | 3 | 1 | -0.7 | -0.5 | 4 | 0.9 | -7 | -0.2
CCN(CC)C(=O)C(C)N(C#N)c1nc(SC)nc(N(C)C)n1 (stereo not drawn) | 0.9 | 21 | 5 | 11 | 0.9 | 0.4 | 0.0 | -21 | 0.9 | -2 | -0.2
CCC(CC)c1nnc(NC(=O)c2ccc3ccccc3n2)s1 | 0.8 | 1 | · | 20 | 0.9 | 1.3 | 5.2 | -4 | 0.9 | 78* | 0.3
Cc1ccc(-c2nc(C#N)c(NCC3CCCO3)o2)cc1 (stereo not drawn) | · | 0 | 2 | · | · | -0.8 | 1.7 | 10 | · | 0 | 0.3
COc1ccc(N(C)C(=O)Nc2ccc3c(c2)nnn3C)cc1 | 0.8 | -6 | 1 | 23 | 0.8 | 2.4 | 3.5 | 5 | 0.9 | 24 | -0.4
Cc1nc(=O)c(-c2ccccc2)c(C)n1-c1cccc(C(=O)O)c1 | 0.9 | -14 | -3 | 6 | 1 | 3.4 | 0.1 | -1 | 1 | -6 | -0.2
COc1cccc(OC)c1OCCCOc1ccc([N+](=O)[O-])cc1Cl | 0.8 | 12 | -6 | 15 | 0.8 | 0.5 | -0.7 | 4 | 0.9 | 18 | -0.3
Cn1c(=O)[nH]c(Nc2ccc(F)cc2)c([N+](=O)[O-])c1=O | 0.9 | -3 | 23 | 8 | 1.1 | 0.1 | 0.8 | 4 | 1 | -7 | -0.2
COc1ccccc1OCCCn1c(=O)oc2ccc(C)cc21 | 0.8 | -18 | 11 | 18 | 1 | 2.2 | 0.1 | 3 | 1 | 0 | -0.3
COc1cc(NC(=O)CSc2nnc3c(C)cc4cc(C)cc(C)c4n23)c(C(=O)O)cc1OC | 1 | -6 | -16 | 1 | 1.1 | -0.7 | 3.0 | 11 | 1 | -15 | -0.1
O=C(CCNC(=O)c1ccccc1)OCC(=O)c1ccccc1 | 1.2 | -8 | -11 | -18 | 1.1 | -1.3 | -0.7 | 9 | 1 | -5 | 0.0
CCCc1nn2c(=O)c(C(c3cccc(Cl)c3)c3c(O)nc4sc(CCC)nn4c3=O)c(O)nc2s1 | 1 | -3 | · | 2 | 0.9 | 2.1 | -0.9 | 6 | 1 | -8 | 0.3
CCc1ccc2nc(SCC(=O)Nc3nnc(C)s3)c(C)cc2c1 | 1 | -19 | -10 | 1 | 1 | -0.2 | 1.6 | 8 | 1.1 | -5 | -0.1
Cc1ccc2nc(CCc3nc4ccc(C)cc4o3)oc2c1 | 1 | 5 | -21 | 0 | 1 | 1.2 | 3.8 | 7 | 1 | -9 | -0.2
COc1ccc(/C(C)=N/OCC(=O)Nc2nc3ccccc3s2)cc1OC | 0.5 | 5 | -23 | 50 | 0.9 | -0.6 | 0.4 | -4 | 0.8 | -3 | -0.5
CCOc1ccc(N2C(=O)NC(Cc3c[nH]c4ccccc34)C2=O)cc1 (stereo not drawn) | 0.9 | -4 | -19 | 6 | 1 | 1.9 | 0.8 | -2 | 1 | 50 | -0.2
CSc1nc2ccc(NC(=O)c3ccc(F)c(F)c3)cc2s1 | 0.8 | -10 | 3 | 20 | 0.9 | 0.0 | 4.6 | 0 | 0.9 | -4 | -0.2
CCc1ccc(/C=N/n2c(C)cc(C)c(C#N)c2=O)cc1 | 1 | 6 | 1 | -5 | 1 | 0.3 | 0.1 | 16 | 1 | 39 | -0.1
O=C(O)CSC(=S)N1CCCCC1 | 0.9 | 15 | 9 | 15 | 0.9 | 0.1 | 1.6 | 15 | 1 | -3 | -0.3
CC1=C(C(=O)OC2CCCCCCC2)C(c2cc3c(cc2Br)OCO3)CC(=O)N1 (stereo not drawn) | 1 | -4 | · | 0 | 0.7 | -1.7 | 1.4 | 11 | 0.8 | 32 | -0.4
O=C(O)C1C2CCC(C2)C1C(=O)Nc1cc(F)ccc1F (stereo not drawn) | 1 | -8 | 5 | -1 | 1 | 1.2 | 1.8 | -1 | 1 | 2 | 0.0
CCN(CC)CC(=O)Nc1ccc(/C(C)=N/NC2=NCCN2)cc1 | 1.2 | 9 | 3 | -24 | 1.1 | -0.8 | 0.0 | -1 | 1.1 | 28 | 0.0

High-throughput results as filed in PubChem BioAssay.
